All columns: NCI-60 one-dose screen, growth in % after 48 h at 10 µM unless noted; 100 = growth as untreated, 0 = no growth, -100 = all killed.
UACC-257: UACC-257 melanoma. hit rate 4.4% among 78,000. AID 1794764
UACC-62: UACC-62 melanoma; hit rate 5.4% among 81,000; AID 1794756
SK-MEL-28: SK-MEL-28 melanoma. hit rate 4.1% among 81,000
LOX IMVI: LOX IMVI melanoma; hit rate 7.4% among 79,000
SK-MEL-5: SK-MEL-5 melanoma; hit rate 6.4% among 80,000; AID 1794755
MDA-MB-435: MDA-MB-435 melanoma; hit rate 7.8% among 82,000; AID 1794794
SK-MEL-2: SK-MEL-2 melanoma | hit rate 4.7% among 77,000
MALME-3M: MALME-3M melanoma; hit rate 5.8% among 78,000
An asterisk follows results filed as active; · = not tested or not shown; & = joins results of further samples; ! = repeats disagree. Rule for the calls: active = growth percent below 10; inactive = the rest. Rows were taken by chance; any-hit rate near 12%.

SMILES	UACC-257	UACC-62	SK-MEL-28	LOX IMVI	SK-MEL-5	MDA-MB-435	SK-MEL-2	MALME-3M
CC1=C(/C=C/C(C)=C/C=C/C(C)=C/C=N/NC(=S)NC(=S)N/N=C/C=C(C)/C=C/C=C(C)/C=C/C2=C(C)CCCC2(C)C)C(C)(C)CCC1	-28*!	-76*	-57*	-94*	-96*	-62*	-85*	-42*
COc1cc(CCNc2cnc3cc(N)cc(N)c3n2)cc(OC)c1	111	109	61	108	103	115	104	146
CC(=O)OC(C1CC1C(=O)C1CO1)[C@H](Cc1ccccc1)NC(=O)OCc1ccccc1 (some centres not stated)	99	93	107	86	104	95	92	99
Oc1ccc2ccccc2c1CNc1ccc(Br)cc1	77	27	83	27	67	57	88	92
O=C(O)C(c1ccccc1)C(O)c1ccccc1 (configuration not stated)	86	94	103	102	94	105	100	117
CN(C)C(=O)Nc1nc2cc(Cl)c(Cl)cc2[nH]1	17	23	73	48	19	-24*	-15*	47
c1ccc2cc(C[n+]3ccn(CCCCCCCn4cc[n+](Cc5ccc6ccccc6c5)c4)c3)ccc2c1	16	27	44	41	-5.6*	33	23	-9.1*
COc1ccc(OC)c(N=Nc2c(O)c3ccccc3[nH]c2=O)c1	102	81	122	75	74	·	87	·
CN(C)NC(=O)Nc1ccccc1	91	109	122	96	103	105	99	95
O=c1cc(-c2ccccc2)[nH]c2ccccc12	·	64	62	58	29	-17*	56	50
O=C(/C=C/C=C/c1ccccc1)c1ccc(Nc2nc(Nc3ccccc3)nc(Nc3ccccc3)n2)cc1	93	79	90	77	87	97	49	78
COc1cc2cc3c(nc2cc1OC)CCN3Cc1ccc(NC(=O)Nc2ccc(F)cc2)cc1	122	84	106	103	85	98	111	113
COC(=O)c1ccc(Cl)cc1OC	96	102	109	93	94	99	101	119
O=S(=O)(NCCCNc1nccc(-c2c(-c3ccc(F)c(O)c3)nc3occn23)n1)c1ccccc1	29	11	25	40	63	37	32	-0.3*
O=C(CCn1c[n+](CC(=O)c2ccc(Cl)cc2)c2ccccc21)Nc1cccc2cccnc12	105	99	103	99	98	107	106	·
CN[C@@H](C)C(=O)N[C@H]1CCS[C@H]2CC(C)(C)[C@@H](C(=O)N[C@H]3c4ccccc4C[C@H]3OCC#CC#CCO[C@@H]3Cc4ccccc4[C@@H]3NC(=O)[C@H]3N4C(=O)[C@@H](NC(=O)[C@H](C)NC)CCS[C@H]4CC3(C)C)N2C1=O	101	102	107	70	66	55	74	-43*
O=c1oc2ccc3ccccc3c2cc1-c1cc(-c2ccc(-c3cc(-c4cc5c(ccc6ccccc65)oc4=O)nc(-c4cc5c(ccc6ccccc65)oc4=O)c3)cc2)cc(-c2cc3c(ccc4ccccc43)oc2=O)n1	105	96	115	96	104	115	104	97
O=C1OC(C(O)C(O)C(O)CO)C(O)C1O (configuration not stated)	100	95	109	98	91	102	92	108
C/C(=N/NC(N)=S)c1ccc(Nc2nc(SCC(C)C)nc(-c3ccc(F)cc3)c2C#N)cc1	63	-18*	-9.7*	-20*	37	13	11	25
C(=N\OCCc1ccccc1)/c1ccncc1	109	104	113	107	101	101	102	85
N=C(N)c1ccc(-c2ccc(-c3cc(Cl)cc(Cl)c3)o2)nc1	-81*	-86*	-79*	-87*	35	-78*	-72*	-59*
O=C(Oc1ccc(-c2ccccc2)cc1)c1ccco1	108	100	112	92	105	101	100	·
CC(=O)N[C@H](Cc1ccccc1)C(=O)N[C@H](CS)C(=O)N[C@@H](CCCCN)C(=O)N[C@@H](C)C(=O)N[C@H](CCCNC(=N)N)C(=O)N[C@H](CCCNC(=N)N)C(=O)N[C@H](CCCNC(=N)N)C(=O)N[C@H](CCCNC(=N)N)C(=O)N[C@H](CCCNC(=N)N)C(=O)N[C@H](CCCNC(=N)N)C(=O)N[C@H](CCCNC(=N)N)C(=O)N[C@H](CCCNC(=N)N)C(=O)O	102	105	108	108	103	100	112	113
Cc1cc2nc3c(=O)[nH]c(=O)nc-3n(C[C@@H](O)[C@@H](O)[C@@H](O)COP(=O)(O)O)c2cc1C	104	95	102	97	111	102	110	94
O=C(COc1ccc(NC(=O)C2CCCCC2)cc1)NO	·	96	102	99	103	108	101	114

Following part
SMILES	UACC-257	UACC-62	SK-MEL-28	LOX IMVI	SK-MEL-5	MDA-MB-435	SK-MEL-2	MALME-3M
CC1(C)N=C(N)N=C(N)N1c1cccc(C#N)c1	73	54	95	21	52	36	79	71
Fc1cccc(-n2ncc3c(Nc4ccc(-c5nnc(-c6ccccc6)o5)cc4)ncnc32)c1	106	104	109	103	98	103	106	97
CCOC(=O)C(=Cc1ccccc1[N+](=O)[O-])C(=O)OCC	42	32	34	-18*	20	16	12	67
CCCCCc1cn(CC(=O)Nc2nc3ccccc3s2)nn1	105	100	104	96	100	105	109	98
COc1ccc(/C(=C\c2cc(OC)c(OC)c(OC)c2)C(=O)Nc2nc3ccc(Cl)cc3s2)cc1	92	78	107	92	88	100	95	94
CS(=O)(=O)Nc1ccc(C(=O)N/N=C/c2c[nH]c3ccccc23)cc1	107	86	109	97	100	106	102	95
Nc1c(Cl)ccc2cccnc12	97	105	121	104	108	93	134	122
COc1cc(C(=O)Oc2ccc(/C=C/c3cc(OC(=O)c4cc(OC)c(OC)c(OC)c4)cc(OC(=O)c4cc(OC)c(OC)c(OC)c4)c3)cc2)cc(OC)c1OC	69	98	102	103	105	103	99	108
Cc1cc(C)c(N)c(C(=O)O)c1	91	89	109	97	102	102	103	114
Cc1nc2sc3c(c2c(C)c1Br)NC(c1ccccc1O)NC3=O (configuration not stated)	·	77	107	90	78	96	86	108
Cc1nc2cc(-n3c(-c4ccc(F)cc4)nc4ccccc4c3=O)ccc2n1Cc1ccccc1	-18*	0.8*	-60*	7.0*	-77*	-33*	32	-45*
N#CC1=C(N)Oc2n[nH]c(-c3ccccn3)c2C1c1cccs1 (configuration not stated)	103	101	116	97	99	99	96	107
CCCC(C)(C#N)c1ccc(OC)cc1 (configuration not stated)	92	98	111	100	97	94	98	103
COc1ccc(N=Nc2c(-c3ccc(Cl)cc3)n[nH]c2C(F)(F)F)cc1	100	97	96	92	101	59	109	108
C(=Nc1ccccc1)C1=C(Nc2ccccc2)CCC1	105	86	103	95	92	94	·	91
O=C(CCCCCCCN1CC(=O)N2[C@@H](c3ccc(Br)cc3)c3[nH]c4ccccc4c3C[C@H]2C1=O)NO	93	56	90	72	94	87	106	53
CCn1c(Cc2ccccc2Nc2c(Cl)cccc2Cl)nnc1SCC(=O)Nc1cccc(OC)c1	98	34	96	80	92	93	91	94
C=C(C)[C@@H](/C=C/[C@@H](C)[C@H]1CC[C@H]2C3=CC[C@H]4C[C@@H](O)CC[C@]4(C)[C@H]3CC[C@]12C)CC	95	94	104	81	110	109	89	114
O=C1C(=O)c2c(nc3ccc(C(F)(F)F)cn23)-c2ccccc21	-97*	-82*	-84*	-65*	-99*	-84*	-67*	-97*
N#CCCN1CCC(N)=NC1=NC#N	·	103	108	97	102	100	92	115
CNNc1ncnc2c1cnn2-c1ccc(S(N)(=O)=O)cc1	89	100	109	98	91	114	98	112
COc1ccc2c(c1)[nH]c(=O)c1c3cccnc3cn21	64	17	71	33	-34*	-6.9*	69	63
CCCCCCCCCCCCCCCCOC(=O)C(CCSC)NCNc1ccc(S(=O)(=O)c2ccc(NCNC(CCSC)C(=O)OCCCCCCCCCCCCCCCC)cc2)cc1 (configuration not stated)	99	70	92	93	95	104	86	102
CC(C)(C)n1nnnc1C(NC12CC3CC(CC(C3)C1)C2)c1c(F)cc(F)cc1F (configuration not stated)	102	87	107	92	101	101	105	99
CS(=O)(=O)c1ccc(-c2nc3ccccn3c2/C=N/N=C(N)N)cc1	103	100	117	57	100	100	102	101

Complete entries, quoted from the list. Order of screens: UACC-257, UACC-62, SK-MEL-28, LOX IMVI, SK-MEL-5, MDA-MB-435, SK-MEL-2, MALME-3M
CC1(C)N=C(N)N=C(N)N1c1cccc(C#N)c1 is listed with 73, 54, 95, 21, 52, 36, 79, 71
Nc1c(Cl)ccc2cccnc12 is listed with 97, 105, 121, 104, 108, 93, 134, 122
C=C(C)[C@@H](/C=C/[C@@H](C)[C@H]1CC[C@H]2C3=CC[C@H]4C[C@@H](O)CC[C@]4(C)[C@H]3CC[C@]12C)CC is listed with 95, 94, 104, 81, 110, 109, 89, 114
N#CC1=C(N)Oc2n[nH]c(-c3ccccn3)c2C1c1cccs1 (configuration not stated) is listed with 103, 101, 116, 97, 99, 99, 96, 107

(list continues)
SMILES	UACC-257	UACC-62	SK-MEL-28	LOX IMVI	SK-MEL-5	MDA-MB-435	SK-MEL-2	MALME-3M
O=C(CSc1nnc(-c2cc(Cl)cc(Cl)c2Cl)o1)c1ccc(Cl)cc1	99	76	104	89	90	103	93	105
O=C(O)/C=C\c1cc2c(cc1[N+](=O)[O-])OCO2	99	91	105	95	102	103	25	99
CC(Oc1ccc(C(=O)NS(C)(=O)=O)cc1C(F)(F)F)c1ccc(Oc2ccccc2)cn1 (configuration not stated)	98	81	84	·	96	53	97	86
CCCCn1c(-c2cccc(OC)c2)nc2cc(OC)c(OC)cc2c1=O	-17*	84	109	89	97	115	101	252
COc1ccc(C2=NN(C(=O)c3ccc(S(C)(=O)=O)cc3)C(c3ccc(OC)cc3)C2)cc1 (configuration not stated)	55	98	112	101	102	102	91	120
Cc1[nH]nc2c(=S)[nH]c(=O)[nH]c12	90	88	102	100	94	102	109	88
O=C1/C(=C/c2ccc(OCc3ccc(F)cc3)cc2)Oc2cc(O)ccc21	60	52	85	·	19	70	77	51
CN1CCC[C@]2(C)[C@H]3CC[C@@H]4[C@@H]5[C@H]6OC[C@@]5(CCC6(C)C)CC[C@@]4(C)[C@]3(C)CC[C@H]2C1(C)C	107	98	96	-74*	94	70	108	89
CCOC(=O)c1c(C)oc2ncnc(Nc3ccc(C(=O)Nc4ccc(OC)cc4)cc3)c12	95	93	95	93	88	106	107	120
COc1ccc(CCN2CCCn3c2nc2ccccc2c3=O)cc1	81	27	50	15	15	-15*	51	60
CC1(C)OCC(C2OC3OC(C)(C)OC3C2OS(C)(=O)=O)O1 (configuration not stated)	103	112	109	102	101	107	96	96
O=c1[nH]c2cc([N+](=O)[O-])ccc2c2ccccc12	105	94	108	99	99	105	93	120
C[C@H]1CC[C@H]2O[C@]2(C)CC/C=C\CC(=O)C1	107	96	114	78	97	96	104	88
COc1ccc([C@H]2C(C(=O)c3ccc(Cl)cc3)C3(N[C@@H]2c2ccccc2)C(=O)Nc2ccc(Br)cc23)cc1 (some centres not stated)	17	-55*	19	-100*	8.6*	-37*	-65*	-8.0*
NC(=O)CN1C(=O)C2C3CCC(C3)C2C1=O (configuration not stated)	100	97	112	105	103	105	95	94
Nc1cc(-c2c[nH]c3ccc(Cl)cc23)nc2cc(-c3c[nH]c4ccccc34)nn12	-73*	-83*	-67*	-95*	-87*	-51*	-46*	-68*
O=C(Nc1cccnc1)c1ccc2ccc3ccc(C(=O)Nc4cccnc4)nc3c2n1	31	29	18	14	26	25	26	47
N#CC(OC(=O)c1ccccc1)c1ccccc1 (configuration not stated)	90&95	106&96	109&97	98&95	105&98	108&102	105&114	102&114

Among those listed so far, these contain a thiophene ring, fused or not.
SMILES	UACC-257	UACC-62	SK-MEL-28	LOX IMVI	SK-MEL-5	MDA-MB-435	SK-MEL-2	MALME-3M
Cc1nc2sc3c(c2c(C)c1Br)NC(c1ccccc1O)NC3=O (configuration not stated)	·	77	107	90	78	96	86	108
N#CC1=C(N)Oc2n[nH]c(-c3ccccn3)c2C1c1cccs1 (configuration not stated)	103	101	116	97	99	99	96	107

Reformatted with two lines to a compound: part of the list above.
Values run as follows: UACC-257 | UACC-62 | SK-MEL-28 | LOX IMVI | SK-MEL-5 | MDA-MB-435 | SK-MEL-2 | MALME-3M
C(=N\OCCc1ccccc1)/c1ccncc1
→ 109 | 104 | 113 | 107 | 101 | 101 | 102 | 85
N=C(N)c1ccc(-c2ccc(-c3cc(Cl)cc(Cl)c3)o2)nc1
→ -81* | -86* | -79* | -87* | 35 | -78* | -72* | -59*

Part of the list above with just SK-MEL-2, MDA-MB-435 and LOX IMVI.
SMILES | SK-MEL-2 | MDA-MB-435 | LOX IMVI
O=C(Oc1ccc(-c2ccccc2)cc1)c1ccco1 | 100 | 101 | 92
CC(=O)N[C@H](Cc1ccccc1)C(=O)N[C@H](CS)C(=O)N[C@@H](CCCCN)C(=O)N[C@@H](C)C(=O)N[C@H](CCCNC(=N)N)C(=O)N[C@H](CCCNC(=N)N)C(=O)N[C@H](CCCNC(=N)N)C(=O)N[C@H](CCCNC(=N)N)C(=O)N[C@H](CCCNC(=N)N)C(=O)N[C@H](CCCNC(=N)N)C(=O)N[C@H](CCCNC(=N)N)C(=O)N[C@H](CCCNC(=N)N)C(=O)O | 112 | 100 | 108
Cc1cc2nc3c(=O)[nH]c(=O)nc-3n(C[C@@H](O)[C@@H](O)[C@@H](O)COP(=O)(O)O)c2cc1C | 110 | 102 | 97

Screening data (PubChem BioAssay)
